High-throughput results from PubChem BioAssay.
m5-HT2A agonist: activates the mouse 5-HT2A serotonin receptor; P35363; CHO-K1 mHTR2A beta-arrestin complementation, luminescence; percent of 30 µM serotonin response; activation, % at 7.6 µM; 360,000 tested, 0.66% active; AID 624169;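 active = activation above a run cutoff, the mean activation of all tested compounds plus 3 SD, cut at about 14% in these data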;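 also: 0% = plate median of compound wells and 100% = 30 µM serotonin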
ABCB6 inh MLPCN: blocks the human ABCB6 transporter; 360,000 tested, 0.19% active; K562-ABCB6 porphyrin accumulation, flow cytometry, 1 h; active compounds read low; fluorescence ratio to DMSO, % at 10 µM; Q9NP58; AID 602162;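 active = fluorescence ratio to DMSO below 75%, the collection mean minus 3 SD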;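 also: signal is porphyrin accumulated inside mitochondria; 100% equals median channel fluorescence of DMSO control wells; lower ratio means ABCB6 inhibition with less porphyrin fluorescence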
MC4R antag cAMP: human MC4R antagonism in cAMP assay. P32245. MC4R-expressing cells, MTII-stimulated cAMP, LANCE TR-FRET. inhibition, % at 6.5 µM. 360,000 tested, 0.48% active;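 active = inhibition above its plate's cutoff, the mean of tested wells on that plate plus 3 SD, cut at about 29% in these data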;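 also: 0% = Melanotan II alone and 100% = Melanotan II plus saturating MCL0020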
Target sequence (P32245 whole entry, looked up): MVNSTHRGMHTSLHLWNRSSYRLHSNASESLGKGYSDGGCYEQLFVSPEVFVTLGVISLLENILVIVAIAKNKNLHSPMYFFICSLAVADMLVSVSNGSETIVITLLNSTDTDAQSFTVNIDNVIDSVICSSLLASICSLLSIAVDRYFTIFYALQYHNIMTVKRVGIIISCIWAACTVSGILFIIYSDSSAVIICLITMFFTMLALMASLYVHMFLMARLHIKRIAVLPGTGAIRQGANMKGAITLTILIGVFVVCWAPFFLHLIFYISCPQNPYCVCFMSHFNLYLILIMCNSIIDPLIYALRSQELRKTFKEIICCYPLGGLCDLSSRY
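Material – human MC4R-expressing U2OS cells · Repeats – no replicates · Detection – TR-FRET with Eu-cAMP and labeled anti-cAMP, 671 nm · Times – compound 30 min, challenge 1 h, detection 1 h · Compound – single nominal compound dose of 6.5 µM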
aDG glyco up: alpha-DG glycosylation activation; Pro5-aDG cells, alpha-DG glycosylation AlphaScreen (IIH6); 0% Pro5, 100% B10-LARGE cell signal; activation, % at 10 µM; 360,000 tested, 0.22% active;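 active = activation of at least 8% versus controls, or a plate z-score of at least 8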;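 also: Pro5 are CHO cells carrying HIG-tagged alpha-DG that lacks glycosylation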
MC4R ag barr: activates human MC4R beta-arrestin recruitment | U2OS MC4R beta-arrestin complementation, luminescence; percent of melanotan II response, DMSO zero | activation, % at 8.9 µM | 360,000 tested, 0.98% active | AID 540308;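 active = activation above a per-plate cutoff, the mean activation of sample wells on that plate plus 3 SD, cut at about 8% in these data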
CaV13 FRET inh: Primary screen for inhibitors of IQ motif and Ca2+-dependent inactivation inhibitor domain binding in CACNA1D, Förster resonance energy transfer in living cells, …; inhibition, % at 12.3 µM; HEK cells, CFP/YFP FRET ICDI-IQ, plate reader, 10 min; percent FRET-ratio fall versus neutral wells; AID 743397; 340,000 tested, 0.098% active;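 active = mean replicate inhibition of at least 30% and at least 1% of replicates passing that level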;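 also: 0% = median of the neutral control wells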
H9c2 protect: myocardial damage modulation in H9c2 cells. H9c2 cardiomyocytes, H2O2 injury protection, ATPLite, 2 h. protection from H2O2 cell death, % at 20 µM. 360,000 tested, 0.63% active;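 active = compounds giving at least 50% protection of heart cells from peroxide-induced death in the single-dose screen, raw or plate-pattern-corrected value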;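 also: 0% = DMSO wells with peroxide and 100% = DMSO wells without peroxide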
PDI inh: PDI (human) enzyme inhibition; 350,000 tested, 0.052% active; P07237; inhibition, % at 10 µM; PDI insulin aggregation turbidity, A650, 90 min;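 active = mean inhibition across replicates of 30% or more, whatever share of single replicates reach that level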;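 also: absorbance from insulin aggregation driven by PDI reduction with DTT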
Target sequence (P07237 whole entry, looked up): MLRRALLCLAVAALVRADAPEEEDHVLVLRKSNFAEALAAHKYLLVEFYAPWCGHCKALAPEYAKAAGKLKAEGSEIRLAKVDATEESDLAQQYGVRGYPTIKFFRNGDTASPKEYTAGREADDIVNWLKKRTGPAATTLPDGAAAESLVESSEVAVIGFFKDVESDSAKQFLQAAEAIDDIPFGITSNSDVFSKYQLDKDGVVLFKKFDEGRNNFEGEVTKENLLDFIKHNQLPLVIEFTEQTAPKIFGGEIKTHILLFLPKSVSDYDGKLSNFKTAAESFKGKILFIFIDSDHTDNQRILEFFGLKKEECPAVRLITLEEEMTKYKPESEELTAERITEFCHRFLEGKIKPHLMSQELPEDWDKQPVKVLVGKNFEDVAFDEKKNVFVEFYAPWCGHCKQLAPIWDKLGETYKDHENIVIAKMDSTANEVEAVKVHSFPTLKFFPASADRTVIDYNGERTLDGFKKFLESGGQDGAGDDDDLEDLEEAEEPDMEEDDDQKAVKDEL
Vif imaging: blocks HIV Vif function; HEK293T cells, Vif self-association by quenched fluorescence, imaging, 24 h; inhibition, % at 7.49 µM; 340,000 tested, 0.35% active; AID 602346; in the data active = inhibition above about 50%, passing the limit was not always enough; also: some results filed as inactive read as strong as hits
Glyco luc inh: blocks N-linked glycosylation in D54 reporter cells; D54 ERlucT glycosylation luciferase reporter, 24 h; percent of 100 nM tunicamycin response; reporter increase, % at 12.5 µM; 360,000 tested, 0.23% active; AID 588692;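 active = mean luciferase reporter signal, scaled so untreated is 0 and the glycosylation-blocking control 100, at or above a set limit in every replicate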;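 also: luciferase carries N-glycosylation sites so blocking glycosylation raises the light; 0% = median of neutral control wells and 100% = median of 100 nM tunicamycin wells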
Starred values were filed as active, the others as inactive; / = not tested or not shown.

Results follow in this order: ABCB6 inh MLPCN	MC4R ag barr	aDG glyco up	PDI inh	CaV13 FRET inh	MC4R antag cAMP	Glyco luc inh	Vif imaging	H9c2 protect	m5-HT2A agonist
- COc1ccccc1NC(=O)CC1C(=O)NCCN1C(=O)Nc1ccccc1 (stereo unspecified)
  104	-1.1	0.1	-3	/	3	1	0	2	-1
- CCN1C(=C2C(=O)c3ccccc3C2=O)C=Cc2ccccc21
  91	-2.5	0.1	3	-5	4	-1	33	-2	0
- CCOc1ccc(C(=O)Nc2cccc3nsnc23)cc1[N+](=O)[O-]
  102	0.4	0.1	-2	-5	3	-1	21	0	-4
- O=C1c2ccccc2C(Nc2ccc3c(c2)OCO3)N1Cc1ccc2c(c1)OCO2 (stereo unspecified)
  104	1.6	1.3	/	-5	12	-1	/	3	-6
- CCCCN1C(=O)C(CC(=O)NCc2cccc3ccccc23)CC(C(=O)N(C)C)=C1C (stereo unspecified)
  91	0.9	0.7	4	-6	6	1	-3	-1	-1
- O=C(NC(CC(=O)N1CCN(c2ccccc2O)CC1)c1ccccc1)c1ccccc1Cl (stereo unspecified)
  101	-2.0	-0.2	-14	-3	1	0	2	18	1
- CCN(CC)C(=S)Nc1cc(C(=O)OC)ccc1C(=O)OC
  99	-0.9	0.5	2	-7	3	3	-5	0	4
- CN(C)/C=N/c1nc(-c2ccc3c(c2)OCO3)cs1
  100	-2.1	-0.5	29	8	-4	-2	5	-2	1
- Oc1c(C(c2cccs2)N2CCOCC2)sc2ncnn12 (stereo unspecified)
  100	-0.7	-0.1	/	-7	-2	2	/	6	2
- Cc1ccccc1NC(=O)COC(=O)[C@@H]1CCCN1C(=O)c1cccs1
  96	-1.7	0.1	-1	-6	-8	2	-3	-7	-5
- O=C(c1cc(-c2ccc(Cl)cc2)n(-c2cc(Cl)ccc2Cl)n1)N1CCOCC1
  93	-0.3	0.2	11	-5	4	0	9	-5	6
- Cc1ccc(CN2CCN(CC(=O)N/N=C/c3c[nH]c4ccccc34)CC2)cc1
  95	-2.4	0.1	3	-5	11	-2	-2	9	-7
- COc1ccc(CCN(C)C(=O)c2ccc(S(=O)(=O)Nc3ccccc3F)cc2)cc1OC
  93	-0.8	-0.2	-5	-3	-4	1	-1	1	1
- Cc1ccc(NC(=O)Nc2ccc([N+](=O)[O-])cc2)nc1
  104	-1.9	-0.2	3	-5	-1	2	3	-4	1
- CSCC[C@H](NC(=O)[C@@H]1CSC2c3ccccc3C(=O)N21)C(=O)NCc1ccco1 (stereo partly specified)
  98	-0.7	0.2	5	-15	15	-3	15	-1	-2
- CCOc1c2ccc(C(=O)NCc3cc(C(F)(F)F)cc(C(F)(F)F)c3)cc2nn1CCOC
  93	0.8	0.0	-15	-4	-2	4	-4	-9	5
- COc1ccc2cc(C(=O)NCCO)sc(=O)c2c1OC
  95	-1.5	-0.3	7	-3	6	1	3	1	3
- COc1ccc2c(c1)C=C(CN1CCN(C3CCCC3)C(CCO)C1)CO2 (stereo unspecified)
  99	-2.0	0.3	-8	-21	2	-2	-4	8	-1
- CCSc1ccc(C(=O)Nc2ccc(Br)cn2)cc1[N+](=O)[O-]
  94	6.0	0.1	-5	-5	0	-7	-3	-11	-1
- COc1ccccc1N1CCN(C(=O)c2n[nH]c3ccccc23)CC1
  92	-2.8	0.2	1	-5	1	0	-4	2	3
- C=CCOc1c(Br)cc(CNc2ccc(NC(=O)CCC)cc2)cc1OCC
  116	-3.3	0.0	0	-5	-26	2	10	-9	-2
- CCCSc1nsc(NC(=O)c2cccnc2OCC)n1
  107	-1.9	-0.3	-1	-10	0	1	4	5	5
- O=C(NNS(=O)(=O)c1ccc(F)cc1)c1cnn(-c2ccccc2)c1C(F)(F)F
  97	-2.4	1.6	-2	-5	1	2	-8	5	5
- O=C(O)CCC(=O)c1ccc2c(c1)OCCO2
  100	-0.9	-0.1	-3	-8	-5	0	-2	-2	4
- CCN(CC)c1ncn(Cc2c(Cl)cccc2Cl)c2ncnc1-2
  101	-0.4	-0.1	2	-3	-8	2	-2	-1	3
- COc1ccc(NC(=O)CCc2nnc3ccc(N4CCC(C)CC4)nn23)cc1OC
  106	-1.4	-0.1	-7	-3	-1	4	-5	1	-5
- Clc1ccc(-c2nc3ccc(Cl)cn3c2Cc2cccc(Cl)c2)cc1
  91	/	2.3	/	-5	/	-3	/	-6	-4
- CC1Cn2c(nnc2-c2cccc(Cl)c2)S1 (stereo unspecified)
  98	-2.7	0.0	/	-1	1	1	-5	-7	6
- Cc1ccc(NC(=O)/C(CN(C)C)=N\O)cc1
  91	2.0	0.2	-12	-10	-3	-1	-2	-3	4
- O=P1(O)Cc2ccccc2-c2ccccc21
  97	-0.8	-0.3	-1	-3	2	0	9	-2	1
- CCCC(C)NC(=O)c1ccc(F)cc1 (stereo unspecified)
  94	0.3	0.1	-9	/	21	2	/	11	0
- O=S(=O)(Nc1ccccn1)c1ccc(C2CCCCC2)cc1
  98	0.1	-0.2	4	-5	-3	0	-2	-11	3
- O=S(=O)(c1ccc2c(c1)OCCO2)N1CCN(Cc2ccccc2)CC1
  103	0.7	-0.1	6	-5	2	-4	5	-4	-8
- C1=CC2C3C=CC(C3)C2C1 (stereo unspecified)
  99	2.5	0.1	/	/	6	2	-3	2	0
- CCOc1cc(C2C(C(=O)OC)=CN(Cc3ccc(Cl)cc3)C=C2C(=O)OC)ccc1O
  101	-1.5	0.1	-24	-13	-3	-2	11	0	3
- CCOc1ncccc1C(=O)OCc1ccc(C(=O)OC)o1
  101	-1.7	-0.1	-4	-6	0	-1	7	3	-2
- CCCCCCOC(=O)Cc1c(C)nc(-c2ccccc2)[nH]c1=O
  93	0.5	-0.1	-3	-5	4	0	-1	-2	2
- N#Cc1ccccc1Sc1ccccc1C(=O)Nc1ccc(Br)cc1
  90	-0.9	0.0	-4	-5	3	-3	-2	-6	-5
- C[C@H](NC(=O)CC[C@H]1O[C@@H](n2ccc(=O)[nH]c2=O)[C@H](O)[C@@H]1O)c1cccc2ccccc12
  96	/	-0.1	/	-4	/	-1	2	-1	5
- Cn1c(=O)c2c(nc(CN3CCOCC3)n2CCCc2ccccc2)n(C)c1=O
  95	0.1	-0.2	-5	-4	11	0	1	3	7
- FC(F)Oc1ccc(/C=N/c2c(-c3ccc(OC(F)F)cc3)nc3n2CCS3)cc1
  95	-1.5	0.1	11	/	7	1	6	9	-5
- N#Cc1c(F)cccc1N1CCOCC1
  99	1.1	-0.2	-6	/	0	1	-20	0	0
- C=C(Cl)COc1ccc2c(CC)cc(=O)oc2c1
  94	-1.1	0.1	0	-8	-2	-2	14	-1	-7
- COc1ccc(C(=O)NCc2cc(C)nc3ccccc23)cc1OC
  99	-3.1	0.3	7	5	-25	8	4	1	3
- Cc1c(Cl)cccc1NC(=O)CSCc1cc(=O)[nH][nH]1
  98	-0.6	-0.3	-3	-4	10	-1	6	8	-4
- CC(C)CNC(=O)c1cccc(C(=O)NCC(C)C)c1
  97	-1.4	0.1	-1	-7	11	0	16	2	-3
- O=C(c1cc([N+](=O)[O-])ccc1Cl)N1CCc2ccccc21
  100	-1.2	-0.2	-2	-19	-7	4	-3	0	-3
- Cc1nc2ccc(C(=O)N(C)Cc3ccco3)cn2c1N(C)C(=O)CCc1ccccc1
  93	-2.3	0.0	1	-6	11	0	7	2	4
- O=S(=O)(c1cccc2c(S(=O)(=O)N3CCCC3)cccc12)N1CCCC1
  102	1.4	0.3	-2	/	1	0	-5	-1	-2
- O=[N+]([O-])c1c(NCCO)cc(Sc2nc3ccccc3s2)c2nonc12
  100	-5.2	-0.2	-4	/	-34	12	0	-23	-9

Remaining list, next part.
Results follow in this order: ABCB6 inh MLPCN	MC4R ag barr	aDG glyco up	PDI inh	CaV13 FRET inh	MC4R antag cAMP	Glyco luc inh	Vif imaging	H9c2 protect	m5-HT2A agonist
- Fc1cccc(Cl)c1CSC1=NCCS1
  98	1.5	0.0	1	-4	5	0	-12	-10	-1
- COc1ccc(-c2ncncc2-c2ccccc2)c(O)c1
  96	-1.8	0.0	-20	-2	5	-7	0	1	0
- CCN(CC(=O)Nc1c(F)cccc1F)C(=O)c1ccc(C(=O)c2ccccc2)cc1
  104	1.5	1.1	-7	-6	5	-3	0	-8	-5
- C=CCn1c(SCC(=O)c2ccc(Br)cc2)nnc1C(CC(C)C)NC(=O)c1cccs1 (stereo unspecified)
  97	2.3	0.4	-3	-8	0	-3	-2	3	-3
- Cc1cc(C)c(C(=O)c2ccc(C(=O)N3CCCCC3)cc2)c(C)c1
  100	-3.1	0.0	-25	-5	4	-2	-3	-4	0
- OC(CSc1ccccc1)CN1CCN(c2cccc(Cl)c2)CC1 (stereo unspecified)
  102	5.7	0.3	-7	-7	8	1	-2	-2	0
- Cc1ccccc1N=C1SC(CC(=O)Nc2ccc3ccccc3c2)C(=O)N1Cc1ccccn1 (stereo unspecified)
  96	-2.9	2.5	2	-3	20	-5	/	5	4
- COC(=O)c1sccc1Oc1ccc(F)cc1[N+](=O)[O-]
  102	-0.8	-0.2	-2	/	-3	5	-3	3	-5
- O=C(CCN1C(=O)c2ccccc2S1(=O)=O)Nc1nc2c(s1)CCCC2
  84	-0.8	-0.2	-5	-7	12	0	/	-2	-2
- CN(C)/C=C/C(=O)c1cnc(-c2cccc(Cl)c2)s1
  99	1.6	-0.1	-4	0	25	-3	-11	-9	-2
- O=C(NCCCN1CCOCC1)C(=O)N/N=C/c1cccc2ccccc12
  99	-1.1	0.0	0	-20	-7	2	-4	1	4
- CCCn1c(=O)c(C(=O)NCCc2ccc(Cl)cc2)c(O)c2ccccc21
  98	0.6	0.1	-6	-5	3	1	-3	54*	-1
- CCCCOC(=O)CSc1n[nH]c(=O)[nH]c1=O
  102	-1.3	-0.2	-4	/	1	1	-6	2	1
- O=P(O)(COc1ccccc1)COc1ccccc1
  98	-2.1	0.0	16	-4	-7	0	2	-1	4
- CN(C(=O)c1cccc(NC(=O)c2cccs2)c1)c1ccccc1
  103	-0.6	0.1	-8	/	-2	-1	17	-4	6
- O=C(Nc1cc(S(=O)(=O)N2CCOCC2)ccc1N1CCOCC1)c1ccccc1[N+](=O)[O-]
  98	6.1	0.5	-9	-2	5	-1	5	6	1
- C/C(Cn1cnc([N+](=O)[O-])n1)=N/NC(=O)COc1c(Cl)cc(Cl)cc1Cl
  105	0.8	-0.1	7	-16	-4	1	-2	7	8
- CCOC(=O)COc1ccc2c(c1)C(=O)CC1(CCCCC1)O2
  85	2.9	-0.2	-11	-9	8	-2	8	0	4
- COC(=O)c1ccc(CSc2nc3c(c(=O)n2-c2ccc(F)cc2)SCC3)o1
  94	-0.6	0.2	4	/	-38	3	14	-1	-3
- CCN1CCN(CCCNC(=O)c2ccc(CS(=O)c3ccc(Br)cc3)o2)CC1 (stereo unspecified)
  93	-1.2	-0.3	2	-14	9	-4	-1	-2	1
